# MC4R antagonist: human MC4R antagonism in cAMP assay. P32245. MC4R-expressing cells, MTII-stimulated cAMP, LANCE TR-FRET. inhibition, % at 6.5 µM. 360,000 compounds, 0.48% hits. AID 540295;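 active means inhibition above its plate's cutoff, the mean of tested wells on that plate plus 3 SD, cut at about 29% in these data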;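 further: 0% = Melanotan II alone and 100% = Melanotan II plus saturating MCL0020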
#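 Assay system: U2OS-MC4R stable cell line; Also added: Melanotan II; Technique: Eu-cAMP/anti-cAMP TR-FRET, emission 671 nm; Times: 30-min compound, 1-h challenge, 1-h detection, room temperature.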
# N-glyco inh: N-linked glycosylation inhibition; 360,000 compounds, 0.23% hits; reporter increase, % at 12.5 µM; D54 ERlucT glycosylation luciferase reporter, 24 h; percent of 100 nM tunicamycin response;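 active means mean luciferase reporter signal, scaled so untreated is 0 and the glycosylation-blocking control 100, at or above a set limit in every replicate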;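 further: luciferase carries N-glycosylation sites so blocking glycosylation raises the light; 0% = median of neutral control wells and 100% = median of 100 nM tunicamycin wells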
# NCOA2 inhibitor: inhibits human steroid receptor coactivator 2. Q15596. HEK293 GAL4-SRC2 luciferase reporter, luminescence. inhibition, % at 9 µM. 370,000 compounds, 0.17% hits. AID 651957;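 active means inhibition above the mean inhibition of all tested compounds plus 3 SD, set per campaign, cut at about 52% in these data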;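 further: 0% = DMSO treated cells and 100% = cells given Gossypol at 36 µM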
# ABHD5 PLIN5 PPI: blocks binding of human ABHD5 to perilipin-5; Q00G26+Q8WTS1; Split G. princeps luciferase complementation, luminescence, 4 h; inhibition, % at 4 µM; 360,000 compounds, 0.78% hits; AID 602281;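 active means inhibition above the mean inhibition across every tested compound plus 3 SD, cut at about 22% in these data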;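 further: 0% = DMSO only wells and the 100% control is not disclosed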
# NOD2 RIPK2 PPI: blocks binding of human NOD2 to RIPK2; O43353; CHO BLA complementation NOD2-RIPK2, CCF4 ratio; inhibition, % at 4.98 µM; 360,000 compounds, 0.38% hits; in the data active means inhibition above about 21%;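 further: 0% = vehicle only and 100% = reference blocker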
# H9c2 protect: modulators protecting cardiomyocytes from myocardial damage | H9c2 cardiomyocytes, H2O2 injury protection, ATPLite, 2 h | protection from H2O2 cell death, % at 20 µM | 360,000 compounds, 0.63% hits | AID 588492;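 active means compounds giving at least 50% protection of heart cells from peroxide-induced death in the single-dose screen, raw or plate-pattern-corrected value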;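 further: 0% = DMSO wells with peroxide and 100% = DMSO wells without peroxide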
# MC4R barr agon: activates human MC4R beta-arrestin recruitment; activation, % at 8.9 µM; P32245; 360,000 compounds, 0.98% hits; U2OS MC4R beta-arrestin complementation, luminescence; percent of melanotan II response, DMSO zero; AID 540308;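 active means activation above a per-plate cutoff, the mean activation of sample wells on that plate plus 3 SD, cut at about 8% in these data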
# m5-HT2A agonist: mouse HTR2A agonism via beta-arrestin recruitment; AID 624169; P35363; 360,000 compounds, 0.66% hits; CHO-K1 mHTR2A beta-arrestin complementation, luminescence; percent of 30 µM serotonin response; activation, % at 7.6 µM;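 active means activation above a run cutoff, the mean activation of all tested compounds plus 3 SD, cut at about 14% in these data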;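 further: 0% = plate median of compound wells and 100% = 30 µM serotonin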
# TLR9-MyD88 inh: blocks human TLR9 binding to MyD88 | 340,000 compounds, 0.21% hits | inhibition, % at 4.98 µM | AID 504734 | CHO BLA complementation TLR9-MyD88, CCF4 FRET ratio | Q9NR96+Q99836;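 active means inhibition above the mean over all tested compounds plus 3 SD, cut at about 21% in these data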;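 further: 0% = DMSO only wells and 100% = clavulanate BLA inhibitor control wells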
# Target sequence (Q99836 whole entry, looked up): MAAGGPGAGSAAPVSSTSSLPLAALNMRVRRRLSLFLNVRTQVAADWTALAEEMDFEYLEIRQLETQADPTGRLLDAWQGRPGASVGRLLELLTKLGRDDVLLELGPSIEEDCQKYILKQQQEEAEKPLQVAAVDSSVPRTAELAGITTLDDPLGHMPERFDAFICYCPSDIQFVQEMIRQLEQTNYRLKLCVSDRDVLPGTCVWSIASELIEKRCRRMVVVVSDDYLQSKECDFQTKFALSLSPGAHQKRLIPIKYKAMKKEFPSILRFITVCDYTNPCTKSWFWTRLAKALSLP
# Target sequence (Q9NR96 whole entry, looked up): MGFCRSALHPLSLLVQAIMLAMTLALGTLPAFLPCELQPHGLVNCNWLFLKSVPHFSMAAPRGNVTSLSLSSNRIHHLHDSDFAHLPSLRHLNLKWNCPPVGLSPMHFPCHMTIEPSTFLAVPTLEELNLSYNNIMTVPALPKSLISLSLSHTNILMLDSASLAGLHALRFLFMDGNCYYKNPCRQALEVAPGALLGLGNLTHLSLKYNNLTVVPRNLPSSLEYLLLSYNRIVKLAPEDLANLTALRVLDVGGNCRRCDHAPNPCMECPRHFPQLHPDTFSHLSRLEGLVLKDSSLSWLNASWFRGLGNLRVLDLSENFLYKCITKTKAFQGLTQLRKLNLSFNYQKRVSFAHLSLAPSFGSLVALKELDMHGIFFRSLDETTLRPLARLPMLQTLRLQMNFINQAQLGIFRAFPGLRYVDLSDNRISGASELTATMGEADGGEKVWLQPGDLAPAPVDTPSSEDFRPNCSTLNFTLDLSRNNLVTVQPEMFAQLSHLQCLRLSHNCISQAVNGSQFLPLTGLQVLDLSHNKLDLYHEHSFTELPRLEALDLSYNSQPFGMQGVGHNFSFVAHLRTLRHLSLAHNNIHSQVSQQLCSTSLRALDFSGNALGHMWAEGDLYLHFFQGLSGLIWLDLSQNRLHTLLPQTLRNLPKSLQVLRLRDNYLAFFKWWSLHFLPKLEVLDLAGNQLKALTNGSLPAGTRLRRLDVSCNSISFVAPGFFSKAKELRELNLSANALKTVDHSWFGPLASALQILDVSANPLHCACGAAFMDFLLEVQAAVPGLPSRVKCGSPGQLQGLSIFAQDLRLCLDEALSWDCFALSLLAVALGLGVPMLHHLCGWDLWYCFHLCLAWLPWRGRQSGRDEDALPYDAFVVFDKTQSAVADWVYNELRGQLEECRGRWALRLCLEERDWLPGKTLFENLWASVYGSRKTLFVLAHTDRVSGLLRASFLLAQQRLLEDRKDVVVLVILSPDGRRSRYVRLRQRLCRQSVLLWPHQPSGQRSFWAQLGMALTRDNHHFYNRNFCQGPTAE
# ABCB6 inh MLPCN: human ABCB6 transporter inhibition; K562-ABCB6 porphyrin accumulation, flow cytometry, 1 h; stronger effect = lower value; fluorescence ratio to DMSO, % at 10 µM; 360,000 compounds, 0.19% hits;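 active means fluorescence ratio to DMSO below 75%, the collection mean minus 3 SD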;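 further: signal is porphyrin accumulated inside mitochondria; 100% equals median channel fluorescence of DMSO control wells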
# Starred values were filed as active, the others as inactive; · = not tested or not shown.
SMILES	MC4R antagonist	MC4R barr agon	TLR9-MyD88 inh	ABCB6 inh MLPCN	NOD2 RIPK2 PPI	H9c2 protect	ABHD5 PLIN5 PPI	NCOA2 inhibitor	m5-HT2A agonist	N-glyco inh
COc1cc(OC)cc(-c2c(-c3cccs3)c3cc(-c4ccn[nH]4)ccc3n2C)c1	3.6	1.5	-2.7	104.0	-14.9	-1.3	-6.3	-23.8	6.1	0.4
CCOC(=O)COc1ccc2c(C)cc(=O)oc2c1C(=O)c1ccccc1	12.1	-1.1	-2.9	98.0	-5.1	-2.9	4.8	5.4	0.0	-3.0
COc1ccccc1C(=O)NC(=O)COC(=O)c1cccc(C)c1O	-5.0	1.3	0.8	96.0	-0.4	1.4	-2.1	3.5	6.2	-0.8
CCc1ccccc1NC(=O)Cn1nnc(-c2cccnc2)n1	12.6	0.6	-16.3	98.0	-3.2	0.8	-2.1	6.7	1.8	0.5
CCNC(=S)N(CCCN(CC)CC)Cc1cc2cc3c(cc2[nH]c1=O)OCO3	3.7	-1.5	4.7	97.0	-1.5	-0.9	0.4	3.6	11.8	1.9
O=C(NCCN1CCOCC1)c1cc2ccccc2o1	-0.4	-0.6	3.2	98.0	0.3	0.0	-1.8	-2.8	1.7	1.6
O=C(COC(=O)c1cc2ccccc2oc1=O)Nc1cccc(Br)c1	-1.9	-1.1	8.2	99.0	-0.2	-1.1	-5.9	-3.1	0.9	3.2
CCc1ccc(C(=O)NC(CC(C)C)C(=O)O)cc1 (centres undefined)	-4.7	-0.2	1.3	104.0	-11.4	6.2	0.8	6.7	1.7	3.2
COc1ccc(C(=O)Nc2cc(=O)n(C)c(=O)n2C)cc1OC	-7.3	-1.3	-6.1	108.0	-8.8	6.8	-1.8	1.4	5.6	0.8
Cc1cc(C)nc(NC(=O)c2cc(-c3ccc(C)s3)nc3ccccc23)c1	4.8	-0.4	-13.9	80.0	-3.6	4.7	-0.5	-4.2	0.3	-2.1
COc1ccc(NS(=O)(=O)c2ccc3c(c2)CCC(=O)N3)cc1O	8.9	-0.8	-5.6	97.0	5.2	-4.0	-5.7	1.6	-1.6	1.0
CC(=O)c1cc2c(=O)c3cc(C)ccc3oc2nc1C	6.3	0.7	-3.5	111.0	-15.9	-11.1	0.6	-27.9	9.2	0.7
O=C(CSc1nnc(CNC(=O)c2c(F)cccc2F)o1)NCc1ccco1	-0.3	1.6	-3.6	98.0	-16.0	2.1	-0.6	·	2.5	-0.4
COc1ccc(OC)c(C(O)c2ncc(-c3ccccc3OC)[nH]2)c1 (centres undefined)	0.5	-0.2	·	92.0	-8.8	0.6	-1.1	3.2	-4.2	4.7
O=C(O)CCCNC(=O)Cc1ccccc1	12.2	0.7	-2.7	100.0	-3.0	6.1	2.8	-7.3	-1.0	-0.3
CCC(c1nnnn1C1CCCC1)N1CCN(c2ccccc2)CC1 (centres undefined)	-1.0	0.7	-2.8	101.0	-2.8	0.1	-4.0	2.2	-2.5	-0.6
Cc1cc(N2CCOCC2)nc(N2CCOCC2)n1	-1.3	-0.8	0.7	98.0	-7.3	7.6	-0.4	-12.1	3.9	1.8
CC(=O)c1ccc(-n2c(=O)[nH]c(=O)c3c(N)c(C(=O)c4ccc(Cl)cc4)sc32)cc1	22.1	-1.3	-6.9	102.0	6.5	3.9	1.1	-1.8	3.8	4.5
CC(=O)C(N=Nc1ccccc1)(Sc1nnc(-c2ccccc2)n1-c1ccccc1)C(C)=O	10.2	-0.9	-32.1	95.0	-10.3	-6.5	4.3	17.5	2.3	-8.5
C=C(C)CN(CC)C(=O)CSc1nc(O)cc(=O)n1C1CCCC1	20.4	-1.5	4.5	93.0	4.0	0.1	0.4	-14.5	-2.1	1.4
CCn1c(SCC(=O)C(C)(C)C)nnc1-c1ccccn1	9.8	0.8	-1.0	104.0	-14.6	2.4	-1.7	9.8	-2.9	1.7
O=C(O)c1c(Cl)nc2ccccn12	16.6	-2.1	-0.6	92.0	-9.6	11.8	5.5	-24.7	-1.0	-5.2
CCOC(=O)C1CCCN(C(=O)c2cc(C)oc2C)CC1 (centres undefined)	-3.4	-1.9	·	91.0	-3.2	-3.0	-8.2	19.8	-2.5	0.8
COc1ccc(NC(=O)Nc2ccc3c(c2)C(=O)N([C@H](C)CO)C[C@H](C)[C@@H](CN(C)C(=O)Nc2ccc4c(c2)OCO4)O3)cc1	3.1	1.3	-4.0	105.0	-4.1	-1.1	-5.6	-12.9	3.7	0.1
C#CCNC(=O)C1=C[C@H](C)C[C@H](OCc2ccc(CO)cc2)O1	8.2	-0.6	2.2	97.0	-0.8	-0.5	3.5	-56.3	2.3	2.3
CC(C)(C)C(=O)NC(=S)Nc1ccccc1C(=O)NC1CCCCC1	9.2	-0.2	3.7	96.0	-5.4	-5.6	3.8	-0.1	-0.1	2.6
Cc1cc(-c2nnc(CCC(=O)N(C)Cc3ccsc3)o2)no1	2.1	-2.9	2.0	98.0	-1.6	-3.3	-5.6	-23.2	7.3	0.1
COc1ccc2c(c1)C(=O)Cc1ccccc1O2	17.7	0.2	-10.5	107.0	-1.8	2.5	-17.7	-20.9	-1.7	2.5
O=Cc1ccc(N2CCCCCC2)cc1	-6.2	-1.3	-7.9	98.0	-12.6	-7.9	2.5	-0.7	1.7	2.6
COc1ccc(CN2CCC(C(=O)N(C)CCc3ccc(OC)c(OC)c3)CC2)c(OC)c1	-3.9	2.8	4.2	·	-14.3	-1.6	0.9	0.7	2.8	0.2
N=C1S/C(=C\c2ccc(-c3ccccc3C(=O)O)o2)C(=O)N1c1ccc2c(c1)OCO2	-12.5	-3.9	5.5	99.0	-1.4	0.2	4.4	-45.2	-5.2	1.5
COc1ccc(F)cc1S(=O)(=O)Nc1cc2c3c(c1)CCN3C(=O)CC2	4.3	-2.7	-0.5	100.0	-2.5	-7.0	2.2	-23.0	6.0	1.6
Nc1nc2ncccn2c1-c1ccc(C(F)(F)F)cc1	·	·	·	·	25.4*	·	6.4	5.4	-1.4	·
CN(C)c1nc(N/N=C/c2c[nH]c3ccccc23)nc(N2CCOCC2)n1	0.8	1.5	0.8	92.0	-6.8	12.9	11.7	21.8	-0.6	-8.7
CCN(CC)C(=O)COc1ccc(/C(C)=N/Nc2ncc(Cl)cc2Cl)cc1	17.8	-0.2	-6.3	104.0	6.1	-4.8	-8.9	-15.7	-5.6	0.7
Cn1cnc2c(ncn2C2OC(CO)C(O)C2O)c1=S (centres undefined)	1.4	-1.0	-2.7	96.0	-13.7	2.9	5.9	14.6	0.3	2.6
Cc1ccc(C(=O)NN2C(=O)/C(=C/c3cccn3C)SC2=S)cc1	3.0	-2.5	0.4	101.0	-1.9	-1.0	5.5	17.6	1.8	1.6
O=c1[nH]cc(O)c(=O)[nH]1	-1.0	-0.4	-12.4	99.0	2.0	2.3	0.4	-0.3	-2.4	0.8
Cc1ccc(S(=O)(=O)N2CCN(S(=O)(=O)c3ccc(C)cc3)C3OCCOC32)cc1 (centres undefined)	-4.2	-0.4	2.8	98.0	-10.3	-14.0	3.5	11.7	3.6	-4.5
CCCCC[C@H](C)N1C[C@@H](COCc2ccccc2)Oc2cc(N3CC[C@@H](O)C3)ccc2S1(=O)=O	·	·	·	99.0	-4.5	·	-2.0	7.3	6.0	·
Cc1ccc(CNC(=O)CCC(=O)Nc2nnc(C)s2)cc1	-0.7	-2.0	3.4	96.0	5.6	19.3	-2.5	-22.8	4.4	3.1
COc1ccc(C(=O)NN=C2CCCC2)cc1OC	8.4	1.2	-8.1	95.0	-8.3	0.4	-0.1	-31.0	-4.8	2.9
CCOC(=O)c1c(C)[nH]c(C)c1C(=O)COC(=O)CSc1ccc(C)cc1	-4.6	-1.1	1.7	96.0	4.8	-3.0	-0.7	15.4	-9.5	3.0
O=C(CSc1nnc(CN2CCCCCC2=O)n1-c1ccccn1)NCC(F)(F)F	1.4	-3.0	-6.4	94.0	-5.0	-2.3	6.1	-11.5	-0.2	0.2
COc1cc(OC)c(C(=O)NNC(=O)c2ccccc2-n2cccc2)cc1OC	-3.9	2.1	0.1	87.0	-7.2	-5.4	6.0	1.2	5.9	2.1
CC(=O)Nc1ccc(S(=O)(=O)N[C@@H](C)C(=O)NC2CCCc3ccccc32)cc1 (some centres undefined)	2.1	-3.1	1.7	99.0	-8.9	-1.0	-5.3	-1.5	6.5	-2.5
CC(C(=O)Nc1ccc(F)c(F)c1F)N(C)CC(=O)Nc1ccccc1Br (centres undefined)	0.6	-2.2	2.7	109.0	-11.1	0.6	1.5	-14.3	2.7	0.4
CCOc1ccc(N(CC(=O)NCc2ccco2)S(=O)(=O)c2ccc(OC)c(OC)c2)cc1	0.7	-0.8	-1.1	100.0	-2.0	4.3	-1.0	-15.2	-1.1	-0.6
CCCCN(Cc1nc2ccccc2c(=O)[nH]1)C(=O)COc1ccc(F)cc1Cl	3.4	-2.8	7.5	94.0	4.5	10.5	-8.1	-13.3	-8.0	-1.1
COCCNC(=O)CSc1nc(-c2ccccc2)cs1	-0.6	-0.2	-0.7	93.0	-0.2	-2.7	4.4	-69.2	3.8	1.0
CCOc1ccc(OCC)c(NC(=O)CCCN2C(=S)NC(C)(C)CC2C)c1 (centres undefined)	-3.5	-1.6	-8.6	96.0	4.8	-0.3	-4.4	26.0	-4.0	2.7
CC1Sc2ccc(S(=O)(=O)N3CCC(C(=O)Nc4cccc(Cl)c4)CC3)cc2NC1=O (centres undefined)	3.7	-1.5	-15.7	104.0	1.6	-6.1	-1.9	25.5	-8.8	-3.8
COc1ccc(-c2cnc3c(c2)C(=O)N([C@H](C)CO)C[C@H](C)[C@H](CN(C)C(=O)Cc2cccnc2)O3)cc1	8.3	2.9	-4.1	99.0	-17.6	11.4	-2.0	9.9	-3.4	2.4
COc1ccc(-c2cc(C(=O)N3CCCCCC3)c3cc(C)ccc3n2)cc1	2.8	-1.6	-8.8	101.0	0.3	-1.9	12.3	-12.9	-5.8	-1.4
N#CCc1ccc(OC(=O)c2cccnc2)cc1	-7.4	1.4	5.3	102.0	1.0	1.7	1.2	6.4	4.2	0.2
O=[N+]([O-])c1ncn(C23CC4CC(CC(C4)C2)C3)n1	15.6	4.3	-4.4	104.0	-36.5	-1.3	6.5	20.3	3.4	0.0
Cn1c(C(=O)N2CCC(C(=O)NCc3ccccc3)CC2)cc2sccc21	7.5	-1.0	-17.6	92.0	-0.7	1.3	2.8	-6.2	-0.8	2.3

# This is a subset; the hit share may differ from the screen's.
